PPARg SRC2 recr – agonists of SRC-2 recruitment by human PPARgamma | P37231 | PPARgamma LBD-SRC-2 recruitment, biochemical | activation, % at 8 µM | 200,000 tested, 0.34% active; in the data active = activation above about 22%;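 also: 0% = vehicle and 100% = reference agonist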
PPARg SRC3 recr – PPARgamma-driven SRC-3 recruitment agonism; 200,000 tested, 0.26% active; AID 731; activation, % at 8 µM; biochemical PPARgamma/SRC-3 coactivator recruitment assay; P37231; in the data active = activation above about 23%;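 also: 0% = DMSO and 100% = reference agonist; some compounds past the cut are filed as inactive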
S1P3 antag – blocks the human S1P3 receptor | CHO S1P3 NFAT-BLA reporter, FRET fluorescence, antagonist mode | inhibition, % at 4.98 µM | Q99500 | 170,000 tested, 0.27% active | AID 485;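 active = inhibition above the plate cutoff, the mean inhibition of test wells on that plate plus 3 SD, cut at about 28% in these data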;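 also: cells challenged with S1P at its EC80 of 0.8 µM; blue over green emission ratio from cleaved BLA substrate after 4 h stimulation; 0% = S1P-stimulated wells and 100% = unstimulated DMSO-only wells; some compounds past the cut are filed as inactive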
Target sequence (Q99500 whole entry, looked up): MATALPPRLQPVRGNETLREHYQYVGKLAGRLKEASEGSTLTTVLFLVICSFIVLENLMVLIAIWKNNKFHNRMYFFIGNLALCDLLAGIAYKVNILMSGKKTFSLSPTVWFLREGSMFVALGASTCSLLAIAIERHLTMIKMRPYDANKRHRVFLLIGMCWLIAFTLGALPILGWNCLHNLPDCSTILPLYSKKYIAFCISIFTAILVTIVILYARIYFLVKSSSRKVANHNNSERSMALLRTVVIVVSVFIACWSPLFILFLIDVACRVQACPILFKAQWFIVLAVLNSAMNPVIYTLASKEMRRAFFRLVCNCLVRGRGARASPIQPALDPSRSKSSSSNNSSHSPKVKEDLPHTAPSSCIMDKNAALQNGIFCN
bIAP inhibitor – blocks bovine intestinal alkaline phosphatase activity; purified bovine IAP, CDP-star luminescence, 30 min; inhibition, % at 20 µM; 190,000 tested, under 10 active; AID 1019;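 active = over 50% inhibition of intestinal alkaline phosphatase at 20 µM in the single-dose screen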
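Assay system: bovine IAP enzyme; medium: DEA buffer 100 mM, pH 9.8, with MgCl2 1.0 mM, ZnCl2 0.02 mM; doses: 20 µM single dose; incubation: enzyme reaction for 30 min at room temperature; detection: CDP-star luminescence signal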
DTT redox prof – compounds producing H2O2 with reducing agent – biochemical, NIH compound library profiling, artefact control for MLSCN library redox annotation, primary screen; DTT-dependent redox cycling H2O2, phenol red/HRP absorbance; 100% = 100 µM peroxide control, 0% = buffer; activation, % at 10 µM; 200,000 tested, 0.03% active;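 active = activation of at least 50% relative to the plate's high and low controls in the primary single-dose screen; inactive = activation below 50%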;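 also: compound incubated with DTT at 0.8 mM final as the reducing agent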
Efa HMGR inh – inhibitors of class II HMG-CoA reductase from Enterococcus faecalis; purified E. faecalis HMGR, NADPH absorbance 340 nm kinetic; inhibition, % at 10 µM; 190,000 tested, 0.41% active; AID 1066;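 active = inhibition above a set limit, the median over all tested compounds plus 3 SD, cut at about 9.5% in these data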;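 also: enzyme runs in reverse so mevalonate oxidation gives rising NADPH absorbance; 0% = complete reaction with DMSO and 100% = background rate lacking mevalonate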
ROMK mod – modulates human ROMK potassium channel activity; Tet-inducible ROMK, thallium flux fluorescence; actives lie on both sides; AID 1918; P48048; 130,000 tested, 2% active; B-score at 10 µM;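 active = signal ratio slope over the read window, or its plate-corrected B-score, at least 3 SD from the plate mean, either direction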;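 also: B-score of the F/F0 ratio slope over 7 to 12 s after thallium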
Target sequence (P48048 whole entry, looked up): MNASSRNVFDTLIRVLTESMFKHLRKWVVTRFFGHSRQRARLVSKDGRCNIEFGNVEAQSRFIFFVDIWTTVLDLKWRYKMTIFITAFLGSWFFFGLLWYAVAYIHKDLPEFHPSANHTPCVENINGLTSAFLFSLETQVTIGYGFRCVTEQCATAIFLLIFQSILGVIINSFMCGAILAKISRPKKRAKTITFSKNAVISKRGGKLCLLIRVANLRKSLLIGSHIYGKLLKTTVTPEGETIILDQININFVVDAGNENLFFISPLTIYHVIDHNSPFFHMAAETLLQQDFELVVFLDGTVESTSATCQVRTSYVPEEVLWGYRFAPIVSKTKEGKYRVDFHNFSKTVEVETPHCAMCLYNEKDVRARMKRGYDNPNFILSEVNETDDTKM
PPARg SRC1 recr – agonists of human PPARgamma SRC-1 coactivator recruitment. P37231. PPARgamma-SRC-1 coactivator recruitment biochemical assay. activation, % at 8 µM. 200,000 tested, 0.41% active. AID 631; in the data active = activation above about 19%;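 also: 0% = DMSO and 100% = reference agonist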
RAM network inh – blocks the yeast RAM network; 190,000 tested, 1.8% active; AID 868; S. cerevisiae dse1pr::URA3 reporter, 5-FOA growth OD615, 2 d; analog-sensitive cbk1-as2 kinase mutant strain; inhibition, % at 50 µM;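 active = inhibition above a set limit, 3 SD over mean compound inhibition, cut at about 8.4% in these data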;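 also: 0% = DMSO-only wells with no growth and 100% = 10 µM 1-NA-PP1 full growth; inhibition rescues growth on 5-FOA so higher OD means more RAM inhibition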
TR-FRET SRC-2 ct – counter-screen for PPARgamma SRC-2 recruitment agonists: TR-FRET artefact; 200,000 tested, 0.4% active; TR-FRET ratio at 8 µM; hits give high values; in the data active = TR-FRET ratio above about 2000; also: inactives centre near 1500; reference of the scale not given here
Lmaj promast – Leishmania major promastigote growth inhibition; Leishmania major promastigotes, resazurin fluorescence viability; inhibition, % at 10 µM; 200,000 tested, 9% active; AID 1063; in the data active = inhibition above about 50%;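 also: promastigotes grown with compound for 44 hours at 28 °C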
Starred values were filed as active, the others as inactive; · = no result given.

1	CCc1nnc(NC(=O)CSc2nc3cc(OC)ccc3cc2C)s1
2	CC(=O)c1cn(C)c(=O)[nH]c1=O
3	CC(C)CCN1CCN(Cc2cnc(N3CCCC3)s2)CC1CCO (stereo not drawn)
4	CCOC(=O)CNC(=O)CSc1nnc(NC(=O)c2ccc(C)cc2)s1
5	COC(=O)C(NC(=O)c1ccco1)(Nc1cc(C)ccn1)C(F)(F)F (stereo not drawn)
6	Clc1cccc(CN2CCN(c3nc4nonc4nc3NC3CC3)CC2)c1
7	C=CCOc1ccc(C(=O)N(Cc2ccc(N(C)C)cc2)C2CCS(=O)(=O)C2)cc1 (stereo not drawn)
8	Cc1cc(C)c(S(=O)(=O)NCc2cn3c(C)csc3n2)c(C)c1

screen / no.	1	2	3	4	5	6	7	8
PPARg SRC2 recr	-8	-4	3	0	0	-8	7	-4
PPARg SRC3 recr	-3	1	1	-1	-4	-1	13	10
S1P3 antag	3	5	-7	-2	·	-34	-14	19
bIAP inhibitor	11	-2	7	10	2	-5	-9	6
DTT redox prof	-0.8	-0.4	0.6	-0.3	0.4	0.3	-0.7	-0.3
Efa HMGR inh	2	-6	1	-2	-8	-3	-2	-1
ROMK mod	·	-0.55	0.31	-0.53	·	0.11	0.074	·
PPARg SRC1 recr	5	0	9	1	0	-4	4	-6
RAM network inh	5.6	4.2	-0.1	5.7	0.2	1.0	0.0	0.6
TR-FRET SRC-2 ct	1476	1763	1601	1517	1650	1532	1318	1568
Lmaj promast	2	3	-1	3	0	38	10	-1

9	CCOC(=O)c1cc(-c2ccccc2)sc1NC(=O)C(C)N1C(=O)c2ccccc2C1=O (stereo not drawn)
10	Cc1ccc(OCCN2C(=O)CSC2=O)cc1
11	Cc1nc(N2CCN(Cc3ccccc3)CC2)nc2c1C(=O)CCC2
12	CC1CCN(S(=O)(=O)c2ccc(S(=O)(=O)N3CCCN(Cc4ccccc4)C3)cc2)CC1
13	CCN1C(=O)/C(=C/c2c(C)nn(C)c2C)SC1=S
14	CS(=O)(=O)Nc1ccccc1C(=O)N1CCOCC1
15	NC(=O)c1ccccc1NS(=O)(=O)Cc1ccccc1
16	CCCc1nc2ccccc2c(C(=O)O)c1CC

screen / no.	9	10	11	12	13	14	15	16
PPARg SRC2 recr	2	-6	-7	5	6	-4	6	1
PPARg SRC3 recr	-2	-2	9	8	2	4	12	-2
S1P3 antag	13	-7	-1	·	·	1	-48	·
bIAP inhibitor	17	-4	-6	·	-4	9	7	3
DTT redox prof	0.3	2.0	2.0	1.0	-4.7	0.6	0.2	-3.4
Efa HMGR inh	3	1	-3	·	-4	-1	-5	3
ROMK mod	·	·	1.2	·	0.17	0.64	·	·
PPARg SRC1 recr	-3	0	-1	3	-4	-4	-7	-1
RAM network inh	3.2	0.1	1.2	·	4.3	3.7	0.7	3.1
TR-FRET SRC-2 ct	1466	1639	1456	1618	1462	1433	1570	1581
Lmaj promast	-2	-8	1	86*	11	1	-5	-1

17	O=C(COC(=O)C12CC3CC(CC(O)(C3)C1)C2)NC(=O)NCc1ccco1
18	CCc1c(C)nc2[nH]nc(-c3ccccc3)n2c1=O
19	O=C(c1ccc(-n2cnnn2)cc1)N(C1CCCCC1)C1CCCCC1
20	COc1ccc(Nc2ncc(C(=O)N3CCC(C(N)=O)CC3)c3ccccc23)cc1
21	COc1ccc(C(=O)O/N=C(\C)c2nccs2)cc1
22	CCOC(=O)c1sc(=NC(=O)c2ccc(S(=O)(=O)N(C)c3ccccc3)cc2)n(C)c1C
23	Cn1cccc1CC(=O)NNC(=S)Nc1ccc(F)cc1
24	O=C(N/N=C/c1cccc(O)c1)c1cc(-c2ccc3c(c2)OCO3)n[nH]1

screen / no.	17	18	19	20	21	22	23	24
PPARg SRC2 recr	-6	2	-9	0	-1	-4	5	11
PPARg SRC3 recr	-4	-1	-3	2	-2	7	2	6
S1P3 antag	-10	-21	-2	·	-5	-6	-1	-19
bIAP inhibitor	6	-3	-5	4	2	5	-2	15
DTT redox prof	-0.1	0.2	-0.4	2.0	0.7	0.7	-0.3	-0.9
Efa HMGR inh	0	-2	-3	-7	0	-3	0	1
ROMK mod	0.62	·	0.17	·	-1.6	0.018	-0.56	0.71
PPARg SRC1 recr	3	5	-4	6	-3	-10	-1	-2
RAM network inh	-0.1	0.7	4.4	0.9	-0.6	7.9	0.4	0.5
TR-FRET SRC-2 ct	1600	1410	1279	1630	1490	1523	1553	1577
Lmaj promast	-1	2	-6	-3	6	24	-8	8

Some of these compounds in order of the S1P3 antag value, descending.
#	canonical_smiles	PPARg SRC2 recr	PPARg SRC3 recr	S1P3 antag	bIAP inhibitor	DTT redox prof	Efa HMGR inh	ROMK mod	PPARg SRC1 recr	RAM network inh
21	COc1ccc(C(=O)O/N=C(\C)c2nccs2)cc1	-1	-2	-5	2	0.7	0	-1.6	-3	-0.6
3	CC(C)CCN1CCN(Cc2cnc(N3CCCC3)s2)CC1CCO (stereo not drawn)	3	1	-7	7	0.6	1	0.31	9	-0.1
15	NC(=O)c1ccccc1NS(=O)(=O)Cc1ccccc1	6	12	-48	7	0.2	-5	·	-7	0.7

(cont.)
25	O=C(c1ccc(COc2c(F)c(F)cc(F)c2F)o1)N1CCN(c2ccccc2)CC1
26	COc1cc(C)c(Br)cc1S(=O)(=O)NCCN1CCOCC1
27	O=C1CC(c2ccccc2Cl)C2=C(COC2=O)N1 (stereo not drawn)
28	O=C(NC1CCCC1)C1C2C=CC3(CN(Cc4cccs4)C(=O)C13)O2 (stereo not drawn)
29	COc1cccc(CC2(CO)CCCN(Cc3cn[nH]c3-c3ccccc3)C2)c1 (stereo not drawn)
30	CC(C(=O)NCc1ccccc1)N1C(=O)CN(C)C(=O)c2ccccc21 (stereo not drawn)
31	CN(c1nc(-c2ccc(Br)cc2)cs1)C1CCS(=O)(=O)C1 (stereo not drawn)
32	Cn1ccnc1SCC(=O)Nc1cccc2ccccc12

screen / no.	25	26	27	28	29	30	31	32
PPARg SRC2 recr	0	9	-3	12	-3	6	7	5
PPARg SRC3 recr	-11	3	-4	2	-2	5	5	11
S1P3 antag	·	0	·	-14	5	12	-4	-18
bIAP inhibitor	0	1	5	22	-25	3	-6	17
DTT redox prof	1.8	-0.3	-4.0	0.6	0.3	-0.1	-0.1	-1.5
Efa HMGR inh	-3	-4	5	1	-3	1	-7	-1
ROMK mod	0.0041	-0.61	·	0.72	0.073	·	-0.22	·
PPARg SRC1 recr	7	-4	-9	2	7	1	0	6
RAM network inh	11*	2.0	3.4	0.1	4.1	1.3	0.0	1.9
TR-FRET SRC-2 ct	1454	1639	1390	1584	1632	1679	1818	1710
Lmaj promast	-3	2	-1	-7	1	-5	-6	7

33	O=C(C1CCC(=O)N1Cc1ccccc1Cl)N1CCN(c2cccc(Cl)c2)CC1 (stereo not drawn)
34	Cc1ccc(NC(=S)NN(C)c2cc(C)nc(C)n2)cc1
35	COCCN(C(=S)Nc1cccc(OC)c1)C1CCN(C(C)=O)CC1
36	COc1ccc(C2C3C(=O)N(N(C)c4ncc(C(F)(F)F)cc4Cl)C(=O)C3ON2C)cc1 (stereo not drawn)
37	O=C(CSc1ncccc1-c1nc2ccccc2[nH]1)NC1CC1
38	CCOC(=O)NC(=O)CSc1nnc(C2CC2)n1Cc1ccco1
39	Cc1ccc(C2=[N+]([O-])C3(CCCCC/C3=N\O)N(O)C2(C)C)o1 (stereo not drawn)
40	CC(=O)Oc1cccc(N2C(=O)c3ccccc3C2=O)c1
41	COc1ccccc1CNC(=O)c1cn(C)c2ccc(S(=O)(=O)N3CCCC3)cc2c1=O

screen / no.	33	34	35	36	37	38	39	40	41
PPARg SRC2 recr	9	0	-3	7	-3	-5	3	14	1
PPARg SRC3 recr	0	5	-1	7	-4	0	1	-1	3
S1P3 antag	0	2	1	4	5	8	-8	5	-11
bIAP inhibitor	-4	4	9	-6	0	0	1	29	-31
DTT redox prof	-11	0.1	0.1	-0.8	2.7	-0.6	0.0	-0.4	-0.3
Efa HMGR inh	2	3	-1	-8	-3	-2	-3	-6	-2
ROMK mod	·	·	0.093	-0.68	·	0.029	-2.4	-0.2	1.4
PPARg SRC1 recr	0	5	2	8	-3	0	0	6	1
RAM network inh	0.9	0.8	2.7	4.5	0.1	-0.3	1.4	-0.1	5.2
TR-FRET SRC-2 ct	1562	1411	1506	1722	1421	1474	1420	1823	1557
Lmaj promast	13	-2	26	-6	-1	-6	-9	-4	10

By substructure: those above containing a halogen (9)
5	COC(=O)C(NC(=O)c1ccco1)(Nc1cc(C)ccn1)C(F)(F)F (stereo not drawn)
6	Clc1cccc(CN2CCN(c3nc4nonc4nc3NC3CC3)CC2)c1
23	Cn1cccc1CC(=O)NNC(=S)Nc1ccc(F)cc1
25	O=C(c1ccc(COc2c(F)c(F)cc(F)c2F)o1)N1CCN(c2ccccc2)CC1
26	COc1cc(C)c(Br)cc1S(=O)(=O)NCCN1CCOCC1
27	O=C1CC(c2ccccc2Cl)C2=C(COC2=O)N1 (stereo not drawn)
31	CN(c1nc(-c2ccc(Br)cc2)cs1)C1CCS(=O)(=O)C1 (stereo not drawn)
33	O=C(C1CCC(=O)N1Cc1ccccc1Cl)N1CCN(c2cccc(Cl)c2)CC1 (stereo not drawn)
36	COc1ccc(C2C3C(=O)N(N(C)c4ncc(C(F)(F)F)cc4Cl)C(=O)C3ON2C)cc1 (stereo not drawn)

screen / no.	5	6	23	25	26	27	31	33	36
PPARg SRC2 recr	0	-8	5	0	9	-3	7	9	7
PPARg SRC3 recr	-4	-1	2	-11	3	-4	5	0	7
S1P3 antag	·	-34	-1	·	0	·	-4	0	4
bIAP inhibitor	2	-5	-2	0	1	5	-6	-4	-6
DTT redox prof	0.4	0.3	-0.3	1.8	-0.3	-4.0	-0.1	-11	-0.8
Efa HMGR inh	-8	-3	0	-3	-4	5	-7	2	-8
ROMK mod	·	0.11	-0.56	0.0041	-0.61	·	-0.22	·	-0.68
PPARg SRC1 recr	0	-4	-1	7	-4	-9	0	0	8
RAM network inh	0.2	1.0	0.4	11*	2.0	3.4	0.0	0.9	4.5
TR-FRET SRC-2 ct	1650	1532	1553	1454	1639	1390	1818	1562	1722
Lmaj promast	0	38	-8	-3	2	-1	-6	13	-6
